Xi reactivation: X-chromosome reactivation activator | XiGFP mouse fibroblasts, % GFP-positive cells imaging, 3 d; cells co-treated with 5-aza-dC sensitizer; scaled so ellipticine positive control = 100% | activation, % at 7.58 µM | 0.055% of 360,000 active | AID 743238;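 active = mean normalized replicate activation at least 10% and every replicate at or above 10%; inconclusive = only one of the two criteria met; inactive = mean below 10% and not all replicates reach 10%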;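 also: 0% = median of on-plate neutral control wells and 100% = ellipticine 6 µM median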
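material = 68-5-11 XiGFP fibroblast line | medium = DMEM plus 5-aza-dC sensitizer | schedule = 3 days compound exposure | benchmarks = positive control ellipticine, 6 µM final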
PAX8 inh HTS: lowers PAX8-driven luciferase in RMG-I cells | RMG-I TPO-luciferase reporter, SteadyGlo, 24 h | inhibition, % at 12.6 µM | 1.2% of 360,000 active | AID 652154;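 active = mean replicate inhibition at least 60% with every replicate also reaching 60%; inconclusive = only one of the two criteria is met; inactive = mean below 60% and not all replicates reaching 60%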;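 also: luciferase light reporting Pax8 driven TPO promoter activity; plate controls were median of neutral control wells for no effect and mitoxantrone controls for full effect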
EWS-Fli inh: blocks EWS/Fli oncoprotein-driven transcription; A673 NR0B1-luciferase reporter, viability-normalised; inhibition, % at 12.6 µM; 0.67% of 350,000 active; AID 651661;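 active = mean inhibition of at least 50% after viability correction, with every replicate also passing that limit; inconclusive = mean reaches 50% but only one of two replicates passes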;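 also: firefly luciferase signal divided by Alamar Blue viability fluorescence both relative to DMSO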
ARNT TACC3 PPI: ARNT/TACC3 interaction disruption; Q9Y6A5; inhibition, % at 9.99 µM; 0.66% of 390,000 active; AlphaScreen His-ARNT PAS-B/GST-TACC3 binding, luminescence; TACC3 fragment carries E629A point mutation;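 active = mean inhibition of replicates at least 50% and at least half of replicates each reaching 50%; inconclusive = half or more replicates reach 50% but mean below 50%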;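 also: 0% = complete ARNT plus TACC3 wells and 100% = ARNT alone without TACC3; many hits fall short of the cut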
INS-1E GSIS act: primary screen for activators of insulin secretion dependent on glucose, INS-1E cells, GLuc reporter luminescence; INS-1E GLuc reporter insulin secretion, 2-3 h; activation, % at 16.6 µM; 0.61% of 370,000 active;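 active = lowest replicate activation of at least 40%, so every replicate reaches that level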;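 also: 0% = median of neutral control wells and 100% = median of IBMX positive control wells; some compounds called inactive have numbers as strong as hits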
DENV2 CPE: inhibitors of DENV2 cytopathic effect; DENV2-infected cells, cytopathic effect rescue, plate reader; CPE inhibition, % at 9.99 µM; 1.7% of 350,000 active; AID 651640; in the data active = CPE inhibition above about 20%, passing the limit was not always enough; inconclusive = no clear call, values can overlap the other calls; tested in BHK-21 cells;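 also: 0% = median of neutral control wells and 100% = median of positive control wells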
CFTR F508del cor: CFTR F508del correction in bronchial cells. 0.36% of 350,000 active. AID 720511. CFBE cells, YFP halide quenching; stimulated with forskolin plus potentiator P3; % fluorescence drop versus neutral controls. activity (quench increase), % at 7.58 µM;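 active = mean added fluorescence quench of at least 8% versus neutral control, with both replicates also reaching 8%; inconclusive = only one of the mean or replicate conditions met; inactive = mean below 8% and not both replicates reaching 8%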;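 also: cells transiently co-express mutant CFTR-F508del with the halide-sensitive YFP; corrector assay measuring rescue of mutant channel to the surface after 24 h compound exposure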
ERp5 block: inhibitors of human ERp5; ERp5 insulin aggregation, absorbance 650 nm, 90 min; 0.05% of 350,000 active; inhibition, % at 9.99 µM; Q15084;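 active = mean replicate inhibition above about 25%, with every replicate also reaching it, limit read from the data, passing the limit was not always enough; inconclusive = only one of those two criteria met; inactive = neither criterion met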
Target sequence (Q15084 whole entry, looked up): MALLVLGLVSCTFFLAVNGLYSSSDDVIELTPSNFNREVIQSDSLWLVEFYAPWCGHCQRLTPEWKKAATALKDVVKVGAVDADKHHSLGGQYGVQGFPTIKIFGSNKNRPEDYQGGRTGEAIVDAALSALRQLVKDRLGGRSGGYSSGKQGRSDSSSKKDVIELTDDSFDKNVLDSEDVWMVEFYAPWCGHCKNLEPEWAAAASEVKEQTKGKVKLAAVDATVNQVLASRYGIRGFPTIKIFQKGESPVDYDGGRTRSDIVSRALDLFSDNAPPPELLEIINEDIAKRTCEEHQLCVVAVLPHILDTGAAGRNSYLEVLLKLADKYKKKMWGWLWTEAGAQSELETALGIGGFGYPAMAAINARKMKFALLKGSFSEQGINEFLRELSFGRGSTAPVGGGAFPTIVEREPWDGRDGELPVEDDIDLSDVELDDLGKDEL
Active calls of the source: *; ? = inconclusive; nt = no result given.

No. | smiles | Xi reactivation | CFTR F508del cor | ARNT TACC3 PPI | INS-1E GSIS act | EWS-Fli inh | PAX8 inh HTS | ERp5 block | DENV2 CPE
1 | O=C(C[C@@H]1C[C@H]2c3cc(NC(=O)C4CCC4)ccc3O[C@H]2[C@H](CO)O1)NCc1ccc2c(c1)OCO2 | 0.2 | 1.2 | -3 | 3 | 0 | 18 | -2 | 0
2 | CC(C)c1ccc(C(=O)COC(=O)C(O)c2ccccc2)cc1 (stereo not drawn) | 1.0 | -1.6 | -3 | -9 | -2 | -17 | -1 | 8
3 | COc1ccc(S(=O)(=O)N2CCCCCC2)cc1NC(=O)CCc1cc(OC)c(OC)c(OC)c1 | 0.0 | -2.7 | -1 | -10 | -3 | 14 | -2 | 4
4 | C[C@@H]1CCCCCCCCCCC1=O | 0.0 | -3.2 | 2 | 5 | 4 | 0 | 3 | 4
5 | CCc1ccccc1NC(=O)Cn1nnc(C(=O)NCc2cccc(OC)c2)c1N | 0.1 | -2.2 | 1 | 5 | nt | 16 | 1 | 3
6 | C/C=C/c1cnc2c(c1)C(=O)N([C@@H](C)CO)C[C@H](C)[C@@H](CN(C)C(=O)c1ccc3c(c1)OCO3)O2 | -1.1 | -2.6 | 2 | -8 | 6 | nt | -3 | -7
7 | O=C(Nc1ccc2oc(-c3ccncc3)nc2c1)c1ccc2c(c1)OCO2 | -0.1 | -0.6 | -2 | 7 | 0 | 6 | -2 | -4
8 | Cc1ccccc1-n1c(O)c(C=NC2CCS(=O)(=O)C2)c2ccccc2c1=O (stereo not drawn) | 0.2 | -0.3 | 3 | 3 | 4 | 12 | -2 | -5
9 | N#Cc1c(NC(=O)C(=O)NCCCN2CCOCC2)sc2c1CCC2 | 0.0 | -1.4 | -1 | -1 | nt | 13 | 1 | 0
10 | NC(c1ccccc1)c1csc(Nc2ccc(S(N)(=O)=O)cc2)n1 (stereo not drawn) | 0.0 | -0.8 | nt | nt | -4 | -17 | 1 | -1
11 | COc1ccc2cc(C=NS(=O)(=O)c3ccc(C)cc3)n(C)c2c1 | 0.0 | 5.6 | -2 | 8 | 2 | -8 | nt | nt
12 | Cc1noc(C)c1S(=O)(=O)Nc1ccc2c(c1)C(=O)N([C@H](C)CO)C[C@@H](C)[C@H](CN(C)S(=O)(=O)c1ccc(F)cc1)OCCCC[C@@H](C)O2 | 0.0 | -1.6 | 3 | -13 | 6 | 14 | -8 | -7
13 | C[C@@H]1CCCCO[C@@H](CN(C)C(=O)Nc2ccc(F)cc2)[C@H](C)CN([C@H](C)CO)C(=O)c2cc(NC(=O)c3ccccc3)ccc2O1 | -1.0 | -0.1 | 7 | -16 | 4 | -18 | 1 | -6
14 | COc1cc(NC(=O)COC(=O)CNC(=O)c2ccc(C)s2)cc(OC)c1 | 0.1 | -1.3 | nt | -9 | 5 | 16 | -3 | -1
15 | C[C@H](CO)N1C[C@H](C)[C@H](CN(C)Cc2ccc(Cl)c(Cl)c2)Oc2ccc(NC(=O)Nc3ccccc3)cc2CC1=O | -1.0 | -0.2 | 3 | -38 | 19 | 54 | 7 | -8
16 | O=C(NCC1(N2CCOCC2)CCCCC1)c1cccc(S(=O)(=O)Nc2ccc(F)cc2)c1 | -0.4 | 2.6 | -2 | -36 | 3 | 10 | 2 | 0
17 | O=C(NC1CCCC1)[C@H]1[C@H](CO)[C@H]2Cn3c(ccc(-c4ccncc4)c3=O)[C@H]2N1CCc1ccccc1 | 0.0 | -0.1 | 1 | -6 | -2 | 6 | -4 | 11
18 | CCOC(=O)c1cn(-c2ccc([N+](=O)[O-])cc2)c2cc(Cl)c([N+](=O)[O-])cc2c1=O | 0.0 | nt | -2 | -8 | nt | 12 | nt | nt
19 | COCC(=O)N1CC2(CCN(C(=O)NC(C)C)CC2)c2c(n(C)c3cc(OC)ccc23)[C@@H]1CO | 0.3 | 0.4 | nt | 19 | 0 | nt | -3 | 3
20 | COCCCNc1ccn2nc(-c3cccc(Cl)c3)cc2n1 | 0.1 | -2.1 | nt | 17 | -35 | -77 | 1 | -7
21 | Cc1ccc(C2(C)NC(=O)N(CC(=O)NCc3ccccc3Cl)C2=O)cc1 (stereo not drawn) | 0.0 | -0.3 | -4 | 0 | 11 | 16 | 1 | -3
22 | O=C(NCc1ccc(F)cc1)c1cc(C2CCCN(S(=O)(=O)c3ccccc3)C2)on1 (stereo not drawn) | 0.0 | -1.4 | nt | 6 | 9 | 6 | 3 | ?
23 | CC[C@H](C)[C@H](NC(N)=O)C(=O)Nc1ccc2c(c1)OCO2 | 0.0 | -3.8 | -2 | -13 | -3 | 1 | -4 | -1
24 | COC(=O)c1ccn(Cc2ccccc2Cl)n1 | 0.1 | -2.0 | 1 | 16 | 11 | -84 | -3 | -6
25 | Cc1cccc(OCCOCCN2CCOCC2)c1C | nt | nt | -3 | 1 | nt | nt | 3 | -1
26 | Cc1nc2cc(OCc3cc(C(=O)NC(C)c4cnn(C)c4)no3)ccc2s1 (stereo not drawn) | -0.1 | -1.0 | nt | 7 | nt | -2 | 4 | -5
27 | Cc1cc(=O)[nH]c(SCc2nnnn2-c2ccc(Cl)cc2)n1 | 0.0 | nt | -7 | -4 | nt | 1 | nt | nt
28 | CN(C)CC(=O)N1CCCCN2[C@H](CO)[C@H](c3ccc(-c4cccnc4)cc3)[C@H]2C1 | 0.1 | 0.5 | 11 | 6 | -16 | -15 | 3 | 20
29 | Cc1ccc(NC(=O)CSCc2cc(=O)n3cc(C)sc3n2)cc1 | 0.1 | -0.1 | 0 | 22 | nt | 11 | 2 | -1
30 | C[C@@H]1CN([C@@H](C)CO)C(=O)c2cc(-c3ccccc3F)cnc2O[C@@H]1CN(C)Cc1ccccc1F | -1.0 | -1.6 | -6 | -20 | -6 | 22 | 3 | 11
31 | CCn1c(=N)n(CC(=O)c2cccc([N+](=O)[O-])c2)c2ccccc21 | 0.3 | nt | 4 | -2 | -126 | -9 | -5 | -6
32 | Cc1noc(C)c1S(=O)(=O)Nc1ccc2c(c1)C(=O)N([C@@H](C)CO)C[C@H](C)[C@H](CN(C)S(=O)(=O)c1cccs1)OCCCC[C@H](C)O2 | 0.0 | -1.1 | 2 | -7 | 10 | -3 | nt | 2
33 | O=C(N=Nc1c(O)[nH]c2ccc(F)cc12)C1COc2ccccc2O1 (stereo not drawn) | 0.1 | -2.7 | -2 | -7 | 1 | 11 | -1 | -3
34 | CC1OC1c1ccc(-c2ccc(C3OC3C)cc2)cc1 (stereo not drawn) | 0.4 | 7.0 | -2 | 13 | -104 | -215 | 5 | 9
35 | C[C@H]1CN([C@@H](C)CO)C(=O)c2cc(NC(=O)CCCCCC(=O)Nc3ccccc3N)ccc2O[C@@H]1CN(C)Cc1ccc2c(c1)OCO2 | -0.5 | 1.4 | nt | 20 | -3 | -10 | -1 | -5
36 | Cn1nc([N+](=O)[O-])nc1Sc1cccc2cccnc12 | 0.0 | -2.9 | 63* | -24 | 11 | 10 | -4 | 3
37 | CN(C)C(=O)c1cccc(-c2ccc([C@@H]3[C@H]4CN(CCC(F)(F)F)CCCCN4[C@H]3CO)cc2)c1 | -0.1 | 1.1 | -2 | -4 | -2 | -31 | 2 | -6
38 | CCCCCCN1C[C@H](n2cc(C3CC3)nn2)[C@@H](O)C[C@@H]1c1ccccc1 | 0.4 | -1.7 | nt | 121 | -21 | -35 | -9 | -2
39 | COc1ccc(C2C=C(Nc3ccccc3)C(=O)N2c2ccccc2)cc1OC (stereo not drawn) | -0.1 | nt | -3 | 1 | -2 | -16 | 2 | -9
40 | Cc1ccc(S(=O)(=O)Nc2ccc3c(c2)CC(=O)N([C@H](C)CO)C[C@H](C)[C@H](CN(C)S(C)(=O)=O)O3)cc1 | 0.0 | -1.4 | -5 | 8 | 1 | -5 | 9 | 2
41 | O=C(Nc1nc2ccc(F)cc2s1)c1cccc(S(=O)(=O)N2CCc3ccccc32)c1 | 0.2 | 1.9 | -2 | 4 | -8 | 2 | 1 | -20
42 | CCN1CCCC1CNC(=O)c1cc2cc(F)ccc2[nH]1 (stereo not drawn) | 0.2 | 0.4 | 5 | 0 | 6 | 28 | 1 | 2
43 | CC1CCCCC1NC(=O)COC(=O)c1ccc2c(c1Cl)C(=O)c1ccccc1C2=O (stereo not drawn) | 0.0 | nt | -8 | 1 | 4 | 24 | -3 | -2
44 | O=C(Nc1ccn(CCCNCC(c2ccccc2)c2ccccc2)c(=O)n1)OCc1ccccc1 | -0.2 | 0.8 | nt | -12 | 20 | 21 | 5 | 7
45 | COc1ccc(OC)c(-c2cc(C3CCN(C(=O)OC(C)(C)C)CC3)[nH]n2)c1 | 0.2 | 1.7 | -1 | -9 | -34 | -15 | 7 | 0
46 | COC(=O)c1cc(S(=O)(=O)NCC2CCN(Cc3cccc(Cl)c3)CC2)c[nH]1 | 0.4 | -1.0 | -10 | 11 | nt | 9 | -1 | 7
47 | Cc1nnc(SCC(=O)NCc2ccccc2)[nH]c1=O | nt | -0.1 | -4 | 11 | 2 | nt | -9 | nt
48 | COc1cccc(NC(=O)N[C@@H]2CC[C@@H](CC(=O)Nc3ccccc3)O[C@@H]2CO)c1 | -0.2 | -1.3 | -3 | -1 | -2 | -4 | 0 | 2
49 | COc1ccc(CCN2C(=O)CC(NNC(=O)c3cccc(O)c3)C2=O)cc1 (stereo not drawn) | 0.0 | nt | 39 | 12 | nt | -3 | nt | nt
50 | O=S(=O)(c1ccccc1F)N1CC[C@H]2[C@H](CO)Nc3ccc(C4=CCCCC4)cc3[C@H]21 | 0.1 | -0.1 | 19 | 22 | -9 | 95* | 7 | -5
51 | CN1CCCN(C(=O)c2cccc3ccccc23)CC1 | 0.0 | -2.0 | 1 | 5 | -8 | 9 | -1 | 0
52 | COc1ccc(NC(=O)c2ccc(-c3ccc([N+](=O)[O-])cc3)o2)cc1OC | -0.1 | nt | nt | -9 | -3 | 30 | 4 | 12
53 | CNC(=O)C[C@H]1CC[C@@H]2[C@@H](COc3ccc(NC(=O)C4CCCCC4)cc3C(=O)N2C)O1 | 0.3 | 1.9 | nt | 0 | -12 | -18 | nt | nt
54 | O=C(CN(c1ccccc1)S(=O)(=O)c1ccccc1)Nc1ccccc1C(=O)NCc1ccco1 | 0.2 | nt | 1 | 36 | nt | 30 | nt | nt
55 | CCN(CC)c1ccc(/C=N/N2CCN(Cc3ccccc3)CC2)cc1 | 0.1 | -2.4 | nt | -2 | -3 | -1 | 1 | 7
56 | O=Cc1c(NC2CCCCC2)c2ccccc2[nH]c1=O | 0.3 | -2.0 | 30 | 9 | 10 | 27 | 1 | -3
57 | COc1ccc(C#Cc2ccc3c(c2)[C@@H]2[C@@H](CCN2C(=O)C2CC2)[C@H](CO)N3)cc1 | 0.0 | -0.8 | nt | 6 | nt | 5 | -3 | -10
58 | Nc1cc(C(=O)OCC(=O)N2CCC(Cc3ccccc3)CC2)ccc1Cl | 0.1 | 3.9 | -4 | 3 | -1 | 3 | 4 | ?

Fetched by compound from above (two):
No. | smiles | Xi reactivation | CFTR F508del cor | ARNT TACC3 PPI | INS-1E GSIS act | EWS-Fli inh | PAX8 inh HTS | ERp5 block | DENV2 CPE
50 | O=S(=O)(c1ccccc1F)N1CC[C@H]2[C@H](CO)Nc3ccc(C4=CCCCC4)cc3[C@H]21 | 0.1 | -0.1 | 19 | 22 | -9 | 95* | 7 | -5
51 | CN1CCCN(C(=O)c2cccc3ccccc23)CC1 | 0.0 | -2.0 | 1 | 5 | -8 | 9 | -1 | 0

High-throughput results from PubChem.
